HT1080NT lethal = kills 2HG-producing HT-1080-NT fibrosarcoma cells | HT-1080-NT fibrosarcoma viability, CellTiter-Glo ATP luminescence, 48 h | Potency, µM (highest dose often 46.1 µM), for inactives: top-dose activity, negative = less viability, actives largely listed as cytotoxic | AID 686970 | 360,000 compounds, 1.6% hits;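 also: NT is the 2HG producing partner of a matched IDH1 knockdown line; potency is read from the fitted curve at half-maximal effect; 0% = DMSO-treated cells and -100% = media-only wells without cells; nearly all actives have a fitted effect of over 55% in size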
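Toxicity toward the 2HG-producing NT line was scored as %Activity, normalised to DMSO and no-cell wells, from CellTiter-Glo luminescence after 48 hours' treatment.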
HT1080 IDH1KD tx = kills HT-1080 cells with IDH1 knockdown; HT-1080 IDH1 knockdown viability, ATP luminescence, 48 h; Potency, µM (top dose mostly 46.1 µM), without a hit: top-dose activity, negative = toxicity, hits mostly cytotoxic; 360,000 compounds, 2% hits; AID 686971;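 also: potency is read from the fitted curve at half-maximal effect; 0% = DMSO wells and -100% = cell-free medium wells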
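Using the IDH1-knockdown HT-1080 line run in the same batch and compound series as the NT line, viability after 48 h at 37 °C was determined by CellTiter-Glo luminescence and expressed as % activity.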
S2 tox = cell viability loss in ATXN counter-screen; S2 cells (HEK-293 line with an ATXN2-luciferase reporter) viability, CellTiter-Fluor protease fluorescence, 24 h; Potency, µM (highest dose often 56.7 µM), usual class: cytotoxic; 400,000 compounds, 0.49% hits; AID 651635; also: potency is read from the fitted curve at half-maximal effect; nearly all actives have a fitted effect of over 40% in size
IL-1B inflam inh = blocks inflammasome-driven IL-1 beta release. activity change, % at 57.5 µM. THP-1 LPS/ATP IL-1B secretion, AlphaLISA, 16 h; active compounds read low. 360,000 compounds, 4.7% hits; in the data active = activity change below about -50%; inconclusive = mostly about -30% to -49%; also: % is scaled to controls: 0 for no effect and ±100 for the full control effect
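THP-1 cells pretreated 1 hr with compounds (up to 57.5 uM final), then stimulated with LPS (250 ng/mL final) plus ATP (1.25 mM final); secreted IL-1B measured by AlphaLISA after 16 hr, decreased signal indicating inhibition.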
ATXN2 expr inh = ATXN2 expression inhibition; Potency, µM (doses to about 57 µM), for the others: top-dose activity change, negative = inhibition, actives largely listed as inhibitors; 360,000 compounds, 0.72% hits; HEK-293 ATXN2-luciferase reporter, luminescence, 24 h; AID 1745845; also: potency is read from the fitted curve at half-maximal effect; % is scaled to controls: 0 for no effect and ±100 for the full control effect; nearly all actives have a fitted effect of over 55% in size
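qHTS (up to 57 uM final) was run with 24 h compound exposure of reporter cells at 37 °C. Each well was multiplexed: SteadyGlo luminescence measured ATXN2-luciferase expression after a fluorogenic Gly-Phe-AFC viability readout (25 uM final).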
KB-V1 cytotox = kills drug-selected multidrug resistant KB-V1 cells; KB-V1 MDR cells viability, CellTiter-Glo, 72 h; Potency, µM (top dose mostly 46.1 µM), inactives show at the top dose activity change, negative = cytotoxicity, most hits filed as cytotoxic; 400,000 compounds, 3.4% hits; also: potency is read from the fitted curve at half-maximal effect; % is scaled to controls: 0 for no effect and ±100 for the full control effect; nearly all actives have a fitted effect of over 60% in size
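Luminescent ATP read-out (CellTiter-Glo, 10 min) measures survival of drug-selected KB-V1 MDR cells after 72 h, 37 degrees C compound exposure. Medium: phenol-red-free DMEM, 10% FBS. Values from fitted concentration-response curves.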
MCF10A rerep = induces DNA re-replication in MCF 10a normal breast cells; MCF 10A DNA re-replication, Hoechst nuclear intensity, 48 h; 350,000 compounds, 2.9% hits; Potency, µM (top dose mostly 46.1 µM), inactives show at the top dose activity, positive = re-replication, actives largely listed as activators; also: potency is read from the fitted curve at half-maximal effect; % of control where 0% means no effect; nearly all actives have a fitted effect of over 50% in size
KB-3-1 tox = kills parental KB-3-1 adenocarcinoma cells | Potency, µM (highest dose often 46.1 µM), without a hit: at the highest dose activity change, negative = cytotoxic, most hits filed as cytotoxic | 400,000 compounds, 1.4% hits | KB-3-1 viability, CellTiter-Glo ATP luminescence, 72 h; also: potency is read from the fitted curve at half-maximal effect; % is scaled to controls: 0 for no effect and ±100 for the full control effect; nearly all actives have a fitted effect of over 60% in size
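Multi-concentration cytotoxicity screen in KB-3-1 cells grown in DMEM lacking phenol red with 10% FBS. After 72 h at 37 °C with compound, ATP-dependent luminescence was recorded.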
SW480 rerep = induces DNA re-replication in SW480 colon adenocarcinoma cells; Potency, µM (top dose mostly 46.1 µM), for inactives: at the top dose re-replication activation, actives largely listed as activators; 340,000 compounds, 1.8% hits; SW480 DNA re-replication, Hoechst DNA content imaging, 48 h; also: potency is read from the fitted curve at half-maximal effect; % of control where 0% means no effect; nearly all actives have a fitted effect of over 55% in size
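SW480 cells exposed to compounds for 48 hr at 37 C, 5% CO2, then Hoechst-stained 40 min. Nuclear DNA content imaged by fluorescence scanning (405 nm excitation, 500-530 nm emission); re-replication scored as increased high-intensity nuclei.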
The depositor's hits bear a star; i = inactive; ? = inconclusive; . = no result given; & = joins results of further samples; [ ] = remark or other dose. Unless noted, calls follow the shape of the dose curve; as a rule, active = well fitted curve in the direction sought with a large enough effect; inconclusive = small, poorly fitted or top-dose-only effect, or another doubt; inactive = no such curve, though single readings can be large; an effect the other way counts as inactive or inconclusive.

1	COC(=O)N1C(=O)[C@](c2ccccc2)(C2CCCCC2)N1C(=O)OC
2	Cc1ccc(/C=N/n2nnnc2N)cc1[N+](=O)[O-]
3	COCCNC(=S)N/N=C/c1ccc(OCc2ccc(C(=O)OC)cc2)c(OC)c1
4	COC(=O)CSC1=C(C#N)C(c2ccc(Cl)cc2)C(C(=O)OC)C(=O)N1 (stereo unspecified)
5	O=C(CC1C(=O)NCCN1Cc1c(F)cccc1Cl)NC1CCCCCC1 (stereo unspecified)
6	O=C(O)CCC(=O)N1N=C(c2cccs2)CC1c1cccc([N+](=O)[O-])c1 (stereo unspecified)
7	NS(=O)(=O)c1cccc(NC(=O)c2cc(-c3cccs3)nc3ccccc23)c1
8	CC(CP(=O)(O)O)NC(=O)Cc1ccccc1 (stereo unspecified)
Assay by compound,1,2,3,4,5,6,7,8
HT1080NT lethal,-17%,1%,-4%,-3%,-1%,8%,-18%,-1%
HT1080 IDH1KD tx,-13%,-2%,-17%,-11%,-6%,3%,0%,-2%
S2 tox,?,?,i,i,?,i,i,i
IL-1B inflam inh,-75*,5,-9,4,-5,11,-18,9
ATXN2 expr inh,-6%,0%,-20%,6%,-26%,3%,.,3%
KB-V1 cytotox,10%,-20%,?,8%,0%,28%,-13%,15%
MCF10A rerep,?,6%,20%,-7%,7%,-1%,9%,1%
KB-3-1 tox,-5%,-10%,-1%,16%,0%,5%,-9%,1%
SW480 rerep,2%,-3%,2%,-3%,0%,-6%,-16%,0%

9	O=C(Nc1ccc2c(c1)C(=O)NC2=O)c1cc(Cl)ccc1Cl
10	CCN(C(=O)Cn1ncc2c1-c1cc(C)ccc1OC2)c1cc(Cl)ccc1OC
11	COC(=O)c1cc(C(=O)OCC(=O)NC(=O)NCc2ccccc2)cc([N+](=O)[O-])c1
12	COc1ccc(C(=O)NC(=S)Nc2ccc3oc(=O)ccc3c2)cc1[N+](=O)[O-]
13	CCOC(=O)C1C2C=CC3(CN(Cc4ccccc4)C(=O)C13)O2 (stereo unspecified)
14	Cc1nc(SCC(=O)c2cc3ccccc3oc2=O)c(C#N)c(-c2ccccc2)c1C(=O)Nc1ccccc1
15	CCC(C)(C)n1nnnc1C(c1cc2cc(C)cc(C)c2[nH]c1=O)N1CCN(C(=O)c2ccco2)CC1 (stereo unspecified)
16	CCOc1ccccc1C(=O)Nc1ccc2nc(N(CC)CC)cc(C)c2c1
Assay by compound,9,10,11,12,13,14,15,16
HT1080NT lethal,4%,.,-3%[9.24 µM],7%,4%,5%,-5%,.
HT1080 IDH1KD tx,5%,.,2%,22%,5%,16%,0%,.
S2 tox,i,?,i,i,i,i,i,?
IL-1B inflam inh,26,.,6,i,-2,0,2,.
ATXN2 expr inh,3%,?,3%,-22%,-15%,-14%,-34%,-11%
KB-V1 cytotox,?,-1%,0%,2%,4%,?,10%,8%
MCF10A rerep,11%,.,-2%,-6%,2%,?,3%,.
KB-3-1 tox,14%,12%,14%,?,-9%,-17%,-6%,1%
SW480 rerep,-11%,.,-25%,-11%,4%,7.3µM*,13%,.

17	COc1cc2c(cc1OC)CN(C1CCCN(Cc3cc(Cl)ccc3O)C1)CC2 (stereo unspecified)
18	COc1ccc(F)cc1S(=O)(=O)n1nc(C)cc1C
19	COc1ccc(CCNCc2ccc(-c3ccccc3)cc2)cc1OC
20	COC(=O)C(Cc1c[nH]c2ccccc12)NC(=O)c1ccc2nc[nH]c2c1 (stereo unspecified)
21	CCc1ccnc(NS(=O)(=O)c2ccc3c(c2)OCCO3)c1
22	COCc1c(C(=O)Nc2ccc3nc(N4CCOCC4)sc3c2)oc2ccccc12
23	COc1ccc(Cl)cc1NC(=O)C/C(C)=N/NC(=O)c1ccccc1[N+](=O)[O-]
24	O=C(COc1ccc([N+](=O)[O-])cc1)N/N=C/c1ccccn1
Assay by compound,17,18,19,20,21,22,23,24
HT1080NT lethal,-1%,9%,23µM*,5%,-2%,-32%,-28%,5%
HT1080 IDH1KD tx,-5%,15%,23µM*,6%,0%,-18%,?,9%
S2 tox,i,?,i,i,?,?,i,i
IL-1B inflam inh,0,-1,-90*,-68*,8,-17,-8,-1
ATXN2 expr inh,-11%,-14%,?,63%[activator],-23%,?,-18%,-11%
KB-V1 cytotox,-5%,5%,?,12%,-6%,-40%,?,2%
MCF10A rerep,?,?,23µM*,1%,-2%,?,-1%,11%
KB-3-1 tox,4%,-5%,-30%,0%,-6%,0%,0%,8%
SW480 rerep,29%,1%[1.84 µM],?,3%,-2%,?,10%,-1%

Look-ups from the entries so far.
In KB-V1 cytotox, CCc1ccnc(NS(=O)(=O)c2ccc3c(c2)OCCO3)c1 reads -6%
In HT1080NT lethal, COc1ccc(F)cc1S(=O)(=O)n1nc(C)cc1C reads 9%
In ATXN2 expr inh, COc1ccc(Cl)cc1NC(=O)C/C(C)=N/NC(=O)c1ccccc1[N+](=O)[O-] reads -18%

An excerpt from above in order of number of heavy atoms, ascending:
21	CCc1ccnc(NS(=O)(=O)c2ccc3c(c2)OCCO3)c1
19	COc1ccc(CCNCc2ccc(-c3ccccc3)cc2)cc1OC
17	COc1cc2c(cc1OC)CN(C1CCCN(Cc3cc(Cl)ccc3O)C1)CC2 (stereo unspecified)
Assay by compound,21,19,17
HT1080NT lethal,-2%,23µM*,-1%
HT1080 IDH1KD tx,0%,23µM*,-5%
S2 tox,?,i,i
IL-1B inflam inh,8,-90*,0
ATXN2 expr inh,-23%,?,-11%
KB-V1 cytotox,-6%,?,-5%
MCF10A rerep,-2%,23µM*,?
KB-3-1 tox,-6%,-30%,4%
SW480 rerep,-2%,?,29%

(list continues)
25	CCOC(=O)CC(NC(=O)c1ccco1)c1ccc(C)cc1 (stereo unspecified)
26	CCCCn1c(CNC(C)=O)nc2ccccc21
27	CC(=O)N1CCc2c(sc3nc(SCC(N)=O)n(-c4ccc(F)c(Cl)c4)c(=O)c23)C1
28	COc1ccc(SCCN2CC[C@@H](NC(=O)OCc3ccccc3)CCC2=O)cc1
29	COC(=O)[C@@]12C[C@@H](CC(=O)N3CCN(C(=O)c4ccco4)CC3)C(=O)N(Cc3cccc4ccccc34)C1=CCC(C)(C)C2
30	CCN(CC)C(=O)/C(=C\c1ccc2c(c1)OCO2)NC(=O)c1ccc(Br)cc1
31	COc1ccc(Br)cc1CNC(=O)C1CCN(S(=O)(=O)N2CCCCC2)CC1
32	COc1cccc(C2=CC(=O)C[C@H](c3ccc(Cl)cc3)C2)c1
Assay by compound,25,26,27,28,29,30,31,32
HT1080NT lethal,7%,6%,.,-12%,?,2%,0%,-1%
HT1080 IDH1KD tx,3%,6%,.,-12%,21µM*,3%,0%,0%
S2 tox,i,i,i,i,.,i,i,i
IL-1B inflam inh,-9,14,.,-2,?,7,1,-18
ATXN2 expr inh,-1%,4%,4%,-18%,.,-19%,-16%,1%
KB-V1 cytotox,-2%,0%,13%,?,23µM*,-6%,-22%,1%
MCF10A rerep,3%,0%,.,-2%,.,11%,-3%,1%
KB-3-1 tox,5%,5%,-10%,2%&-5%,?,11%,-7%,4%
SW480 rerep,-2%,-9%,.,-12%,.,-7%,0%,14%

Molecules from the list above that have a nitro group on carbon:
2	Cc1ccc(/C=N/n2nnnc2N)cc1[N+](=O)[O-]
6	O=C(O)CCC(=O)N1N=C(c2cccs2)CC1c1cccc([N+](=O)[O-])c1 (stereo unspecified)
11	COC(=O)c1cc(C(=O)OCC(=O)NC(=O)NCc2ccccc2)cc([N+](=O)[O-])c1
12	COc1ccc(C(=O)NC(=S)Nc2ccc3oc(=O)ccc3c2)cc1[N+](=O)[O-]
23	COc1ccc(Cl)cc1NC(=O)C/C(C)=N/NC(=O)c1ccccc1[N+](=O)[O-]
24	O=C(COc1ccc([N+](=O)[O-])cc1)N/N=C/c1ccccn1
Assay by compound,2,6,11,12,23,24
HT1080NT lethal,1%,8%,-3%[9.24 µM],7%,-28%,5%
HT1080 IDH1KD tx,-2%,3%,2%,22%,?,9%
S2 tox,?,i,i,i,i,i
IL-1B inflam inh,5,11,6,i,-8,-1
ATXN2 expr inh,0%,3%,3%,-22%,-18%,-11%
KB-V1 cytotox,-20%,28%,0%,2%,?,2%
MCF10A rerep,6%,-1%,-2%,-6%,-1%,11%
KB-3-1 tox,-10%,5%,14%,?,0%,8%
SW480 rerep,-3%,-6%,-25%,-11%,10%,-1%

Following part:
33	CC(C)Oc1cccc(C(=O)Nc2ccc(Br)cc2F)c1
34	CC1(C)OC2OC(C(=O)N/N=C/c3ccccc3F)C3OC(C)(C)OC3C2O1 (stereo unspecified)
35	CCc1nc(NCC(C)C)c(C#N)c2c1COC(C)(C)C2
36	COc1ccc(C(=O)NC2(C(F)(F)F)C(=O)N(Cc3ccco3)C3=C2C(=O)CC(C)(C)C3)cc1OC (stereo unspecified)
37	CC(=O)Oc1ccccc1N(C(C)=O)S(=O)(=O)c1cccc([N+](=O)[O-])c1
38	CCO[C@@H]1OC(C(=O)NCc2ccccc2)=C[C@H](C2CCCCC2)[C@H]1CCCO
39	O=C(CN(C(=O)c1csnn1)c1ccc(F)c(Cl)c1)NCc1ccccc1
Assay by compound,33,34,35,36,37,38,39
HT1080NT lethal,-2%,-2%,11%,-11%,-8%,-2%,-2%
HT1080 IDH1KD tx,-8%,5%,11%,1%,1%,-7%,14%
S2 tox,i,i,i,i,i,?,i
IL-1B inflam inh,-22,38,4,?,70,22,?
ATXN2 expr inh,58%[activator],1%,7%,-10%,-21%,-6%,-21%
KB-V1 cytotox,?,3%,6%,-18%,0%,-7%,?
MCF10A rerep,?,-6%,2%,0%,1%,-3%,3%
KB-3-1 tox,-7%,14%,-2%,-4%,4%,-13%,1%
SW480 rerep,?,-1%,-1%,22%,1%,-10%,-5%
